Bioassay records from PubChem BioAssay.
DT40 TDP1 no CPT: qHTS for Inhibitors of human tyrosyl-DNA phosphodiesterase 1 (TDP1): qHTS in cells in absence of CPT; DT40 Tdp1-/- hTDP1 cells, no CPT, ATP luminescence, 48 h; Potency, µM (titrated, usually from 46.2 µM), for inactives: at the highest dose activity change, negative = growth inhibition, actives largely listed as inhibitors; actives 15% (n = 420,000); AID 686978, 2013; further: nearly all actives have a fitted effect of over 55% in size
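Stably hTDP1-transfected Tdp1-null chicken DT40 cells were treated with library compounds minus camptothecin and grown for at least 48 hr at 37 °C, after which cellular ATP was quantified by luminescence.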
DT40 TDP1 CPT: growth inhibition of DT40 Tdp1-/-;hTDP1 cells with camptothecin (screen for TDP1 inhibitors); actives 12% (n = 420,000); chicken DT40 Tdp1-/-;hTDP1 cells + 20 nM CPT, ATP luminescence, 48 h; Potency, µM (doses to about 46.2 µM), for inactives: at the top dose activity change, negative = growth inhibition, most hits filed as inhibitors; AID 686979; further: nearly all actives have a fitted effect of over 55% in size
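Cell growth measured by CellTiter-Glo luminescence after a minimum 48 h, 37 C compound exposure with 20 nM CPT in Tdp1-knockout DT40 cells stably expressing hTDP1, seeded 400/well; qHTS titration format.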
KAT2A inh: inhibitors of human GCN5L2 histone acetyltransferase. Potency, µM (highest dose often 58.9 µM), for inactives: at the highest dose activity change, negative = inhibition, most hits filed as inhibitors. AID 504327. GCN5L2 HAT assay, ThioGlo1 CoA-SH fluorescence. Q92830. actives 0.21% (n = 390,000)
Target sequence (Q92830 whole entry, looked up): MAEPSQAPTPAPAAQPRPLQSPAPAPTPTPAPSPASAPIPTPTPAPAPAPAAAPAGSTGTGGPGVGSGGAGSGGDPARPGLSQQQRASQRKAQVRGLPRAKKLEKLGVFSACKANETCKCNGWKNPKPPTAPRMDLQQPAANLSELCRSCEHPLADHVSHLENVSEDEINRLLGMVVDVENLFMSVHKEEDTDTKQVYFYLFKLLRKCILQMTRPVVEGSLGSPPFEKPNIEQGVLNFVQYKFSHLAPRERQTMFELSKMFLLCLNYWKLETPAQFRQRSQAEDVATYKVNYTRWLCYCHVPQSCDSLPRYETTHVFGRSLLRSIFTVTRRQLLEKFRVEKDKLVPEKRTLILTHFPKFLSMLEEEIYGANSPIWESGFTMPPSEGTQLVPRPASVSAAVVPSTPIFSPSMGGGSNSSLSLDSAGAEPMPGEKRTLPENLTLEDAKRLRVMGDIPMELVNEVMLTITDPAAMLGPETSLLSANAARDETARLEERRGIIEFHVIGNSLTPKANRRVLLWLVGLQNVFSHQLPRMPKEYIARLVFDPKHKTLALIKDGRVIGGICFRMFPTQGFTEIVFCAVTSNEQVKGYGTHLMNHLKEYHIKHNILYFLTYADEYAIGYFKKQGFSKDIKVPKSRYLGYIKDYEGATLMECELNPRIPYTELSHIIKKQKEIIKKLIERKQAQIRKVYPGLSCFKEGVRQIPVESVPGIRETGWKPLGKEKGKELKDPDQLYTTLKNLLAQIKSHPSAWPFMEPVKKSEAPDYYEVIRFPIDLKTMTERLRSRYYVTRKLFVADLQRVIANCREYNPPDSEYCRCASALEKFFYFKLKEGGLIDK
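Fluorescence readout, Ex340nm/Em540nm: ThioGlo1 (50uM final) reacts with free CoA thiol released as 20nM GCN5L2 acetylates H3(1-25) peptide (75uM) using acetyl-CoA (70uM). Compound and enzyme sat 15 min beforehand; 20 min room-temperature reaction.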
* = called active by the depositor; ? = inconclusive; . = not tested or not shown; & = joins results of further samples; ! = not confirmed by another sample; [ ] = another dose, or the depositor's remark. The call rests on the fitted dose curve; in most records, active means well fitted curve in the direction sought with a large enough effect; inconclusive means small, poorly fitted or top-dose-only effect, or another doubt; inactive means no such curve, though single readings can be large; an effect the other way counts as inactive or inconclusive. On the % scale 0 is the no-effect control and ±100 the full control effect; potency means the concentration at half of the fitted maximal effect.

SMILES	DT40 TDP1 no CPT	DT40 TDP1 CPT	KAT2A inh
COc1ccccc1CN1CCN(C(=O)COc2cccc(C)c2)CC1	21µM*!	?	2%&9%
CCCN(CCC)CCc1c[nH]c2ccccc12	?	19µM*	.
C[C@]12CC[C@@H](O)C[C@@H]1CC[C@@H]1[C@@H]2CC[C@]2(C)C=CC[C@@H]12	?	?	1%
O=C(Nc1ccc(OC(=O)N2CCCC2)cc1)N1CCOCC1	0%	-9%	1%
Cc1ccsc1-c1nc(CSCC(=O)N2CCC3(CC2)OCCO3)c(C)o1	16µM*	23µM*	-10%
CCN(CC)c1ccc(/C=C2\C(=O)NC(=S)N(c3ccc(OC)cc3OC)C2=O)o1	?	1%	.
COc1ccc(CCNC(=O)c2c(N)n(CCN3CCOCC3)c3nc4ccccc4nc23)cc1OC	13µM*	15µM*	-3%
CCCCc1ccc(NC(=O)c2cccn(Cc3ccc(Cl)cc3)c2=O)cc1	-22%	-22%	-5%
COP(=S)(OC)Oc1ccc(SC)c(C)c1	-12%&-16%&-15%	-11%&-25%&-6%	-14%&13%
CC(C)c1ccc(Cc2cn3cc(-c4cc5ccccc5oc4=O)nc3s2)cc1	0.18µM*	0.26µM*	-4%
CCCCc1nc2ccccc2c(=O)n1-c1ccccc1[N+](=O)[O-]	15µM*	?	-2%
C=Cn1c(P(=S)(N2CCOCC2)N2CCOCC2)cc2c1CCCC2	?	-21%	-6%
CNC(=O)OCCc1n(C)cc[n+]1C	-1%	8%	-9%
COc1cc(Cn2c(N)c(C(=O)NCc3ccco3)c3nc4ccccc4nc32)cc(OC)c1OC	?	?	-11%
O=C(c1cccnc1)N1Cc2ccccc2-n2nncc2C1	7%	-26%	.
CCOc1ccc(-c2c(C)n(-c3ccc(OCC)cc3)c3[n+]2CCCCC3)cc1	0.16µM*	0.21µM*	-6%
CCOC(=O)/C(CCCN(CC)CC)=N\O	3%	-2%	-2%
COC(=O)C1=C(c2cccc(C#N)c2)C[C@@H]2CC[C@H]1N2C(=O)NCc1cccc2ccccc12	-29%	?	-2%
CC1=C(N2CC2)C(=O)C(CO)=C(N2CC2)C1=O	0.029µM*	0.026µM*	.
NC(Cc1ccc(F)cc1)c1csc(Nc2cnccn2)n1 (stereo not drawn)	?	?	.
COc1ccccc1C1=NCc2nnc(CSC)n2-c2ccc(Cl)cc21	-17%	10%	.
COc1ccc(C2=NCC(=S)Nc3ccc(Cl)cc32)cc1OC	?	-13%	.
c1ccc(Nc2ccc(Nc3ccccc3)cc2)cc1	6.5µM*	?	1%
ClC(Cl)=C(c1ccc(Cl)cc1)c1ccc(Cl)cc1	-18%&-2%	1%&-24%	-10%&1%
CCN1CC=C(c2c[nH]c3ccccc23)CC1	?	-10%	-1%

Exported field by field: four of the compounds above
> O=C(c1cccnc1)N1Cc2ccccc2-n2nncc2C1
  DT40 TDP1 no CPT: 7% | DT40 TDP1 CPT: -26% | KAT2A inh: .
> CCOc1ccc(-c2c(C)n(-c3ccc(OCC)cc3)c3[n+]2CCCCC3)cc1
  DT40 TDP1 no CPT: 0.16µM* | DT40 TDP1 CPT: 0.21µM* | KAT2A inh: -6%
> CCOC(=O)/C(CCCN(CC)CC)=N\O
  DT40 TDP1 no CPT: 3% | DT40 TDP1 CPT: -2% | KAT2A inh: -2%
> COC(=O)C1=C(c2cccc(C#N)c2)C[C@@H]2CC[C@H]1N2C(=O)NCc1cccc2ccccc12
  DT40 TDP1 no CPT: -29% | DT40 TDP1 CPT: ? | KAT2A inh: -2%

Additional entries:
SMILES	DT40 TDP1 no CPT	DT40 TDP1 CPT	KAT2A inh
CC(C)(C)C(=O)O[C@H]1CC[C@@]2(C)C(=CC(=O)C3C2CC[C@]2(C)C(=O)[C@H](O)CC32)C1 (stereo partly drawn)	?	?	-7%
NS(=O)(=O)c1ccc(N=Cc2c(O)n(C3CCCCC3)c(=O)n(C3CCCCC3)c2=O)cc1	16µM*	15µM*	-18%
COc1cccc(-n2c(/C=C\c3ccc(Cl)cc3)nc3ccccc3c2=O)c1	18µM*	?	-8%
CC(=O)OC12COC1CC(O)C1(C)C(=O)C(O)C3=C(C)C(O)CC(O)(C(OC(=O)c4ccccc4)C21)C3(C)C (stereo not drawn)	1µM*	1.2µM*	.
O=C(O)C1Cc2ccccc2N2CCCC12 (stereo not drawn)	-7%	-28%	0%
Cn1c(=O)oc2cc(S(=O)(=O)N3CCC(C(=O)N4CCN(c5ccc(F)cc5)CC4)CC3)ccc21	9.2µM*	26µM*	2%
Cc1ccc(OCC(=O)N2CCN(Cc3ccc4c(c3)OCO4)CC2)cc1	?	-6%	1%
COc1ccc(-n2c(-c3ccc(C)cc3)nc3ccccc3c2=O)cc1	15µM*	15µM*	-13%
COc1cc(C(c2c(C)[nH]n(-c3ccccc3)c2=O)c2c(C)[nH]n(-c3ccccc3)c2=O)cc(OC)c1OC	?	-26%	-9%
NC(=O)c1ccsc1NC(=O)COC(=O)Cc1ccccc1	?	-6%	-1%
c1ccc(-c2nc(N3CCOCC3)s[n+]2-c2ccccc2)cc1	?	15µM*	?
CN(C)C1CCc2[nH]c3c(F)cc(F)cc3c2C1 (stereo not drawn)	?	4%	.
NC(=S)/N=C/c1c(O)[nH]c(=O)[nH]c1=O	-25%	11%	-4%
CC(=NCC1CCCO1)c1c(O)n(-c2ccccc2)c(=O)[nH]c1=O (stereo not drawn)	-18%	-10%	-10%
O=C1CC(=O)N(c2cccc(Cl)c2)C(=O)N1	-10%	-3%	-13%
COc1cccc(NC(=O)CN2CC(c3ccccc3)CC2=O)c1 (stereo not drawn)	-21%	10%	-3%
Cc1cccc(-n2c(O)c(C)c(=O)[nH]c2=S)c1	-2%	-8%	-7%
CCCCCCC(=O)N/N=C/c1c(O)n(CCCC)c(=S)[nH]c1=O	18µM*	?	-1%
COC(=O)C1=C(c2ccc(F)cc2OCc2ccccc2)C[C@@H]2CC[C@H]1N2C(=O)NCc1ccccc1Cl	?	?	-4%
c1ccc2c(c1)[IH]c1ccccc1-2	0.052µM*	0.052µM*	.
O=C(Nc1ccc2ccccc2c1)c1nn(C23CC4CC(CC(C4)C2)C3)cc1Br	21µM*	18µM*	-3%
COc1ccc(NC(=O)c2cn(CCC#N)nc2-c2ccc(OC)c(OC)c2)cc1	17%	-17%	-8%
C[n+]1c(-c2ccccc2)cc(-c2ccc(Cl)cc2)cc1-c1ccccc1	2.1µM*	3.7µM*	-5%
NCC[C@H](O)C(=O)N[C@@H]1C[C@H](N)[C@@H](O[C@H]2O[C@H](CN)[C@@H](O)[C@H](O)[C@H]2N)[C@H](O[C@@H]2O[C@H](CO)[C@@H](O)[C@H]2O)[C@H]1O	-1%[21.1 µM]	-4%[21.1 µM]	.
COc1ccc([N+](=O)[O-])cc1N=Cc1c(O)n(CCc2ccccc2)c(=O)n(C(C)C)c1=O	16µM*	?	-9%

Some of the entries so far, field by field:
COC(=O)C1=C(c2ccc(F)cc2OCc2ccccc2)C[C@@H]2CC[C@H]1N2C(=O)NCc1ccccc1Cl
  DT40 TDP1 no CPT = ?; DT40 TDP1 CPT = ?; KAT2A inh = -4%

c1ccc2c(c1)[IH]c1ccccc1-2
  DT40 TDP1 no CPT = 0.052µM*; DT40 TDP1 CPT = 0.052µM*; KAT2A inh = .

O=C(Nc1ccc2ccccc2c1)c1nn(C23CC4CC(CC(C4)C2)C3)cc1Br
  DT40 TDP1 no CPT = 21µM*; DT40 TDP1 CPT = 18µM*; KAT2A inh = -3%

(listing goes on)
SMILES	DT40 TDP1 no CPT	DT40 TDP1 CPT	KAT2A inh
COc1ccc(N2C(=O)NC(=O)C(CCc3ccncc3)(CCc3ccncc3)C2=O)cc1	-17%	-21%	1%
C/C(=N\N=C(N)N)c1ccccc1	18µM*	?	-4%
Cc1ccc2nc(NC(=O)c3cccn(Cc4ccc(Cl)cc4)c3=O)sc2c1	2%	-3%	-5%
CCCCC(CC)COC(=O)c1ccccc1C(=O)OCC(CC)CCCC (stereo not drawn)	-24%	-1%	-1%
CC(=O)NC1CCSC1=O (stereo not drawn)	0%[21.1 µM]	8%[21.1 µM]	.
CCOc1ccc(CCNC(=O)c2cc3c(-c4cccc(OC)c4)nn(C)c3s2)cc1OCC	18µM*	?	-15%
CC(C)(C)c1ccc(S(=O)(=O)Nc2ccc(O)c(Sc3nc4ccccc4s3)c2)cc1	?	18µM*	-15%
CCOc1ccc(C2SCC(=O)Nc3c2c(=O)[nH]n3C2CCCCCC2)cc1 (stereo not drawn)	?	?	-3%
O=P(c1ccccc1)(c1ccccc1)N1CCCCC1	0%	-7%	3%
CCCCCN1C(=O)c2cc(OC)ccc2[C@@]2(C(=O)OCC)Cc3cc(Cl)ccc3[C@@H]12	2.9µM*	3.3µM*	.
CN(C)S(=O)(=O)c1cccc(C(=O)N2CCC(C(=O)O)(c3ccccc3)CC2)c1	-4%	6%	1%
CN(Cc1cccc2ncccc12)C(=O)c1cnn(-c2nccc(-c3ccccc3F)n2)c1C1CC1	3.7µM*	5.2µM*	.
COc1cc(/C=N/NC(=O)CN2CC(c3ccccc3)CC2=O)ccc1OC(=O)N(C)C (stereo not drawn)	-12%	-6%	-3%
Cc1nn(Cc2ccccc2)c(C)c1C(=O)NCc1ccccc1	-8%	-3%	-13%
C/C=C1/CC(C)C(C)(O)C(=O)OCC2CCN3CCC(OC1=O)C23 (stereo not drawn)	-6%	-4%	-4%
c1ccc(CNc2ncnc3nc[nH]c23)cc1	?	?	0%
Cc1c(C(c2ccccc2Cl)c2c(O)c3ccccc3oc2=O)c(=O)n(-c2ccccc2)n1C (stereo not drawn)	-14%	9%	-10%
Nc1c(C(=O)NCCCc2ccccc2)c2nc3ccccc3nc2n1Cc1cccs1	?	?	-7%
Nc1cccc(N=Cc2c(O)n(Cc3ccc(F)cc3)c(=O)[nH]c2=O)c1	?	?	0%
FC(F)(F)c1cccc(-n2nnnc2C2(N3CCOCC3)CCCCC2)c1	?	?	-10%
COCC(=O)N1Cc2ccccc2-n2nncc2C1	-19%	-4%	.
COc1c2c(c(CC=C(C)C)c3oc(=O)c(-c4ccc(O)cc4)c(O)c13)OC(C)(C)C=C2	-23%	-4%	?
O=c1cccc2n1C[C@@H]1C[C@@H]2CN(CC(O)c2ccc([N+](=O)[O-])cc2)C1 (stereo partly drawn)	2%	-3%	4%
Cc1cc(C(=O)OCC(=O)Nc2ccc(F)cc2)c(C)n1C1CC1	-11%	-1%	-7%
CCOC(=O)CC(SP1(=S)OCC2(CC=CCC2)CO1)C(=O)OCC (stereo not drawn)	0%	-1%	.
CCOc1ccc(NC(=O)CN(c2ccc(Cl)cc2C)S(=O)(=O)c2ccccc2)cc1	10µM*	8.2µM*	-13%

Four compounds from above with just DT40 TDP1 CPT.
mol	DT40 TDP1 CPT
Cc1nn(Cc2ccccc2)c(C)c1C(=O)NCc1ccccc1	-3%
FC(F)(F)c1cccc(-n2nnnc2C2(N3CCOCC3)CCCCC2)c1	?
c1ccc(CNc2ncnc3nc[nH]c23)cc1	?
O=P(c1ccccc1)(c1ccccc1)N1CCCCC1	-7%

Quoted at random: two records from the list, in no set order.
SMILES	DT40 TDP1 no CPT	DT40 TDP1 CPT	KAT2A inh
c1ccc(CNc2ncnc3nc[nH]c23)cc1	?	?	0%
O=P(c1ccccc1)(c1ccccc1)N1CCCCC1	0%	-7%	3%

These rows are one share of the data; the hit share may differ from the screen's.
